T cruzi intra: inhibitors of intracellular Trypanosoma cruzi, primary screen, cell-based, plate reader, single point, set 2; intracellular Trypanosoma cruzi in host cells; activity score (inhibition), % at 5.01 µM; 4.9% of 22,000 active; in the data active means activity score above about 55%;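 further: parasites and compound incubated about four days before reading; 0% = median of neutral control wells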
INS-1E rescue: protection of INS-1E cells from cytokine death, primary screen, ATP luminescence, single point. protection from cytokine-induced ATP loss, % at 10 µM. 0.1% of 20,000 active. INS-1E cytokine-induced death, 48 h; normalised: neutral wells 0, positive control 100;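 active means mean replicate protection from cytokine-induced ATP loss at least 50% and at least 75% of replicates each reaching 50%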
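assay system = INS-1E rat insulinoma cells | amount = 8000 cells per well | medium = phenol-red-free RPMI with 5% fetal bovine serum | doses = one compound concentration, pin transfer | timing = 48 h cytokine plus compound treatment, 10 min reagent incubation | also added = IL-1β, TNF-α and IFN-γ cytokine mix | signal = CellTiter-Glo luminescence measuring cellular ATP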
Starred values were filed as active, the others as inactive; . = not tested or not shown.

The line under a structure holds: T cruzi intra	INS-1E rescue
C[C@H](CO)N1C[C@H](C)[C@H](CN(C)C(=O)Nc2ccc3c(c2)OCO3)Oc2ccc(NC(=O)c3ccncc3)cc2CC1=O
 : -16	7
CNC[C@@H]1Oc2ccc(NS(C)(=O)=O)cc2C(=O)N([C@H](C)CO)C[C@@H]1C
 : -19	-1
C[C@@H]1CN([C@H](C)CO)C(=O)Cc2cc(NC(=O)c3ccncc3)ccc2O[C@H]1CN(C)Cc1ccccc1
 : -16	8
COc1ccc(NC(=O)N(C)C[C@H]2Oc3ccc(NC(=O)Cc4ccccc4)cc3C(=O)N([C@@H](C)CO)C[C@@H]2C)cc1
 : 7	4
C[C@@H]1CN([C@@H](C)CO)C(=O)CCCn2cc(nn2)CO[C@H]1CN(C)Cc1ccc(-c2ccccc2)cc1
 : -19	5
Cc1noc(C)c1NC(=O)Nc1cccc2c1O[C@@H](CN(C)C(=O)Nc1ccc3c(c1)OCO3)[C@H](C)CN([C@@H](C)CO)C2=O
 : -21	10
C[C@H](CO)N1C[C@H](C)[C@H](CN(C)Cc2ccc(Oc3ccccc3)cc2)Oc2ccc(NS(=O)(=O)c3cn(C)cn3)cc2CC1=O
 : 4	-9
COc1cc(/C=N/NC(=O)c2ccccn2)c(Br)cc1O
 : -9	3
CC(C)NC(=O)Nc1ccc2c(c1)C(=O)N([C@H](C)CO)C[C@@H](C)[C@H](CN(C)C(=O)Nc1ccc(C(F)(F)F)cc1)O2
 : -12	-5
C[C@H]1CN([C@@H](C)CO)C(=O)c2cccc(NC(=O)Nc3ccc(F)cc3)c2O[C@H]1CN(C)Cc1ccccc1
 : -21	-20
C[C@@H]1CN([C@H](C)CO)C(=O)Cc2cc(NC(=O)NC3CCCCC3)ccc2O[C@H]1CN(C)CC1CC1
 : -2	5
CCCN(C)C[C@@H]1OCCCC[C@@H](C)Oc2ccc(NC(=O)c3ccccc3)cc2C(=O)N([C@H](C)CO)C[C@@H]1C
 : 13	6
C[C@@H]1CN([C@@H](C)CO)C(=O)c2cc(NS(=O)(=O)c3ccccc3)ccc2O[C@H]1CN(C)S(C)(=O)=O
 : 9	6
C[C@H](CO)N1C[C@H](C)[C@@H](CN(C)Cc2ccc(Oc3ccccc3)cc2)Oc2c(NC(=O)NC3CCCCC3)cccc2C1=O
 : 70*	-16
C[C@@H]1CN([C@H](C)CO)C(=O)CCCn2cc(nn2)CO[C@@H]1CN(C)C(=O)Nc1cccc(C(F)(F)F)c1
 : -9	.
C[C@@H]1CN([C@@H](C)CO)C(=O)c2cccc(NS(C)(=O)=O)c2O[C@H]1CN(C)Cc1ccc(C(=O)Nc2ccccc2N)cc1
 : 36	0
COc1ccc(S(=O)(=O)Nc2cccc3c2O[C@@H](CN(C)Cc2ccc(-c4ccccc4)cc2)[C@H](C)CN([C@@H](C)CO)C3=O)cc1
 : 15	-3
COc1ccc(S(=O)(=O)Nc2ccc3c(c2)C(=O)N([C@H](C)CO)C[C@H](C)[C@H](CN(C)S(=O)(=O)c2ccccc2)O3)cc1
 : 19	.
COC(=O)N(C)C[C@@H]1OCc2cn(nn2)CCCC(=O)N([C@@H](C)CO)C[C@@H]1C
 : -4	.
Cc1noc(C)c1NC(=O)N(C)C[C@H]1Oc2c(NS(=O)(=O)c3cccs3)cccc2C(=O)N([C@H](C)CO)C[C@@H]1C
 : -33	4

Structures above containing a CF3 group, in the order listed:
The line under a structure holds: T cruzi intra	INS-1E rescue
CC(C)NC(=O)Nc1ccc2c(c1)C(=O)N([C@H](C)CO)C[C@@H](C)[C@H](CN(C)C(=O)Nc1ccc(C(F)(F)F)cc1)O2
 : -12	-5
C[C@@H]1CN([C@H](C)CO)C(=O)CCCn2cc(nn2)CO[C@@H]1CN(C)C(=O)Nc1cccc(C(F)(F)F)c1
 : -9	.

An excerpt from above in order of number of heavy atoms, lowest first.
The line under a structure holds: T cruzi intra	INS-1E rescue
CCCN(C)C[C@@H]1OCCCC[C@@H](C)Oc2ccc(NC(=O)c3ccccc3)cc2C(=O)N([C@H](C)CO)C[C@@H]1C
 : 13	6
Cc1noc(C)c1NC(=O)Nc1cccc2c1O[C@@H](CN(C)C(=O)Nc1ccc3c(c1)OCO3)[C@H](C)CN([C@@H](C)CO)C2=O
 : -21	10
C[C@H](CO)N1C[C@H](C)[C@@H](CN(C)Cc2ccc(Oc3ccccc3)cc2)Oc2c(NC(=O)NC3CCCCC3)cccc2C1=O
 : 70*	-16

New compounds follow:
> Cc1noc(C)c1NC(=O)N(C)C[C@H]1Oc2ccc(NC(=O)Nc3cccc4ccccc34)cc2CC(=O)N([C@@H](C)CO)C[C@H]1C
  T cruzi intra: -20; INS-1E rescue: 14

> C[C@H]1CN([C@@H](C)CO)C(=O)c2cc(NC(=O)Nc3ccc(C(F)(F)F)cc3)ccc2O[C@H]1CN(C)C(=O)Nc1ccc(F)cc1
  T cruzi intra: 44; INS-1E rescue: -23

> C[C@@H]1CN([C@@H](C)CO)C(=O)c2cccc(NC(=O)C3CC3)c2O[C@@H]1CN(C)S(=O)(=O)c1ccc(Cl)cc1
  T cruzi intra: -16; INS-1E rescue: 0

> Cc1ccc(S(=O)(=O)Nc2ccc3c(c2)C(=O)N([C@H](C)CO)C[C@H](C)[C@H](CN(C)S(=O)(=O)c2c(C)noc2C)O3)cc1
  T cruzi intra: 5; INS-1E rescue: -1

> C[C@@H]1CN([C@@H](C)CO)C(=O)c2cc(NS(=O)(=O)c3cccs3)ccc2O[C@@H]1CN(C)S(=O)(=O)c1ccccc1
  T cruzi intra: 4; INS-1E rescue: .

> C[C@H]1CN([C@@H](C)CO)C(=O)Cc2cc(NS(=O)(=O)c3cccs3)ccc2O[C@H]1CN(C)Cc1ccc(C(=O)Nc2ccccc2N)cc1
  T cruzi intra: 68*; INS-1E rescue: 23

> C[C@@H]1CCCCO[C@@H](CN(C)C(=O)CCCN(C)C)[C@@H](C)CN([C@H](C)CO)C(=O)c2cc(NC(=O)Nc3ccc(C(F)(F)F)cc3)ccc2O1
  T cruzi intra: 3; INS-1E rescue: 17

> COc1ccc(S(=O)(=O)Nc2ccc3c(c2)CC(=O)N([C@H](C)CO)C[C@@H](C)[C@H](CN(C)C(=O)Nc2c(C)noc2C)O3)cc1
  T cruzi intra: -16; INS-1E rescue: -4

> COc1ccc(S(=O)(=O)N(C)C[C@@H]2Oc3ccc(NC(=O)c4ccncc4)cc3CC(=O)N([C@H](C)CO)C[C@H]2C)cc1
  T cruzi intra: -49; INS-1E rescue: 1

> COc1ccc(NC(=O)N(C)C[C@H]2Oc3ccc(NC(=O)Nc4ccc5c(c4)OCO5)cc3CC(=O)N([C@@H](C)CO)C[C@H]2C)cc1
  T cruzi intra: -30; INS-1E rescue: 4

Part of the list above, bar-delimited:
Structure | T cruzi intra | INS-1E rescue
COc1ccc(S(=O)(=O)Nc2ccc3c(c2)CC(=O)N([C@H](C)CO)C[C@@H](C)[C@H](CN(C)C(=O)Nc2c(C)noc2C)O3)cc1 | -16 | -4
COc1ccc(S(=O)(=O)N(C)C[C@@H]2Oc3ccc(NC(=O)c4ccncc4)cc3CC(=O)N([C@H](C)CO)C[C@H]2C)cc1 | -49 | 1

(further entries)
> C[C@@H]1CN([C@H](C)CO)C(=O)c2cc(NC(=O)Nc3cccc4ccccc34)ccc2O[C@@H]1CN(C)Cc1ccc2c(c1)OCO2
  T cruzi intra: -5; INS-1E rescue: -9

> O=C(N/N=C\c1ccc2ccccc2n1)c1ccccn1
  T cruzi intra: -6; INS-1E rescue: -7

> C[C@@H]1CN([C@H](C)CO)C(=O)c2cc(NC(=O)Cn3cnnn3)ccc2O[C@H]1CN(C)Cc1ccc(Cl)c(Cl)c1
  T cruzi intra: 4; INS-1E rescue: -5

> C[C@@H]1CCCCO[C@@H](CN(C)C(=O)CCC(F)(F)F)[C@@H](C)CN([C@H](C)CO)C(=O)c2cc(NS(=O)(=O)c3cccs3)ccc2O1
  T cruzi intra: .; INS-1E rescue: 2

> Cc1noc(C)c1S(=O)(=O)N(C)C[C@@H]1Oc2c(NC(=O)C3CC3)cccc2C(=O)N([C@@H](C)CO)C[C@@H]1C
  T cruzi intra: 3; INS-1E rescue: 10
